Screening data from PubChem BioAssay.
DAX1 inh-1: inhibitors of DAX1 repression of SF-1 activated StAR promoter | HEK293T StAR-luciferase reporter, SF-1/DAX-1 repression relief | AID 652010 | 1.1% of 370,000 active | inhibition, % at 6.8 µM;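 active = inhibition above the mean over all tested compounds plus 3 SD, cut at about 3.6% in these data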;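 note: 0% = DAX-1 cells with DMSO and 100% = cells lacking DAX-1 with DMSO; higher inhibition means more luminescence from relief of DAX-1 repression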
hgDAF-12 ag: agonists of H. glycines DAF-12 nuclear receptor. HEK293 GAL4-hgDAF12 UAS-luciferase reporter, agonist luminescence; normalized to butyrate control. activation, % at 6.8 µM. 1.8% of 370,000 active;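 active = activation above a cutoff set at the mean of all screened compounds plus 3 SD, cut at about 10% in these data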;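 note: 0% = DMSO wells and 100% = sodium butyrate wells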
NR1D1 modulator: Rev-erb alpha (human) modulation; Rev-erbα–FITC-DNA binding, fluorescence polarization, 90 min; 0.79% of 370,000 active; activity, % at 10 µM;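 active = activity above about 14%, limit read from the data; passing the limit was not always enough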;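 note: 0% = DMSO wells with 35 nM protein and 100% = DMSO wells with 750 nM protein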
MBD2 inh: MBD2-methylated oligo binding inhibition | Q9UBB5 | TR-FRET, MBD2 binding to methylated oligonucleotide | inhibition, % at 4.4 µM | 0.31% of 370,000 active; in the data active = inhibition above about 13%
Target sequence (Q9UBB5 whole entry, looked up): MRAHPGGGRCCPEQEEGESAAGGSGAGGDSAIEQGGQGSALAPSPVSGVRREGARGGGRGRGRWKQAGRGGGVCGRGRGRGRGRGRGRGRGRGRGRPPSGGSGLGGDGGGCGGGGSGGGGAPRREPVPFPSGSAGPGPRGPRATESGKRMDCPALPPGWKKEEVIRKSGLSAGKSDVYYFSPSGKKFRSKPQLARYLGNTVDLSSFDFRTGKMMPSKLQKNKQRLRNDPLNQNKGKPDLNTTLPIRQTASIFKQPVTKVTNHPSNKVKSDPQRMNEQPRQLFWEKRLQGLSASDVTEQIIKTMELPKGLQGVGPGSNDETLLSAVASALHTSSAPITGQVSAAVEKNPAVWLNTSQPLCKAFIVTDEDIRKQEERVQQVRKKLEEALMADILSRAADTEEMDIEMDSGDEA
PLC-gamma1 inh: PLC-gamma1 (human) inhibition, primary screen; inhibition, % at 12.2 µM; 0.84% of 370,000 active; purified PLC-gamma1, fluorogenic substrate, fluorescence; in the data active = inhibition above about 9.5%
DAX1 inh-2: NR0B1 (DAX1) inhibition. HEK293 Gal4-DAX1 luciferase reporter, luminescence. inhibition, % at 6.75 µM. 0.99% of 340,000 active. AID 504766;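 active = inhibition above the mean over all tested compounds plus 3 SD, cut at about 4.2% in these data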;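 note: 0% = DAX1-transfected cells with DMSO and 100% = empty-vector control cells with DMSO; inhibition shows as a rise in luminescence from relieved DAX1 repression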
ADAM17 inh: inhibits human ADAM17; AID 720648; inhibition, % at 6.95 µM; 0.83% of 370,000 active; P78536; recombinant ADAM17, EDANS/DABCYL FRET peptide cleavage;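 active = inhibition above the mean of compounds lying between control limits plus 3 SD, set per campaign, cut at about 8.5% in these data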;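 note: 0% = DMSO-only wells as the low control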
Target sequence (P78536 215-824 limits assumed): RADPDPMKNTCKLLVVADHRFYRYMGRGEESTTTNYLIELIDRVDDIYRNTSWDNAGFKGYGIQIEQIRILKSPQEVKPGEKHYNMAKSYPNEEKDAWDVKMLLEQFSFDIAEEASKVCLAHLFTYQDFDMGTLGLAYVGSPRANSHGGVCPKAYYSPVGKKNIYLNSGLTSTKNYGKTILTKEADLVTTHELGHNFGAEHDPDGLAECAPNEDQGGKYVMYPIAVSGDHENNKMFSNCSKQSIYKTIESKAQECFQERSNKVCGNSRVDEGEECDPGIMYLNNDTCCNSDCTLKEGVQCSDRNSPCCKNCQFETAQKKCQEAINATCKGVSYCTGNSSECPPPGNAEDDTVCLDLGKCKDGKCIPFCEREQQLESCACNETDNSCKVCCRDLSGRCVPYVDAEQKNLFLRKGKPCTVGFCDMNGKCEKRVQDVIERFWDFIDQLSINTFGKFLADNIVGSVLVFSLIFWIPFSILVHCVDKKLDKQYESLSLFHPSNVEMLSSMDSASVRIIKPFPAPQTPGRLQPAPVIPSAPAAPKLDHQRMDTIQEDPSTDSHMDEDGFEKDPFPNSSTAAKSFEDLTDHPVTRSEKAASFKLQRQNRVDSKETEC
hcDAF12 agonist: H. contortus DAF-12 activation, primary screen | HEK293 hcDAF-12 lit1-tk-luc reporter, luminescence; 0% DMSO, 100% Δ7-dafachronic acid | activation, % at 6.8 µM | 1.4% of 370,000 active | AID 652067;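 active = activation above the mean of all tested compounds plus 3 SD, cut at about 5.5% in these data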;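 note: 100% = response to 3 µM Δ7-dafachronic acid high control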
ssDAF-12 act: activators of S. stercoralis DAF-12 nuclear receptor. HEK293 ssDAF-12/GRIP1 lit1-tk-luc reporter, luminescence; % of 3 µM dafachronic acid response. activation, % at 6.8 µM. 1% of 370,000 active. AID 652126;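 active = activation above the mean over all tested compounds plus 3 SD, cut at about 0.9% in these data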;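 note: 0% = DMSO-only wells and 100% = 3 µM delta7-dafachronic acid wells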
PLC-beta3 inh: inhibitors of human phospholipase C beta3. Q01970. Purified PLC-beta3, fluorogenic substrate, fluorescence. inhibition, % at 12.2 µM. 0.18% of 370,000 active. AID 720704; in the data active = inhibition above about 11%;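 note: 0% = median of compound wells on plate and 100% = full blocker control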
SMARCA2 activ: activators of SMARCA2 function | MG213 cells, MMTV-luciferase reporter, dexamethasone, overnight | activation, % at 9.1 µM | 1% of 370,000 active | AID 652017; in the data active = activation above about 7.8%;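 note: 0% = vehicle wells and 100% = reference activator wells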
* marks the source's active call; other numbers are inactive results; . = no result given. Outcome played no part in choosing rows; overall some 7.4% were active at least once.

SMILES | DAX1 inh-1 | hgDAF-12 ag | NR1D1 modulator | MBD2 inh | PLC-gamma1 inh | DAX1 inh-2 | ADAM17 inh | hcDAF12 agonist | ssDAF-12 act | PLC-beta3 inh | SMARCA2 activ
CN(C(=O)COC(=O)COc1ccccc1F)C1CCS(=O)(=O)C1 (stereo not drawn) | -0.4 | 2.4 | 3.5 | -6.8 | 0.0 | 0.7 | -5.1 | -1.7 | -0.9 | 0.8 | 1.0
CCN(CC)CCCNC(=O)c1c(O)c2cc(F)cc3c2n(c1=O)C(C)CC3 (stereo not drawn) | 1.2 | 1.2 | -1.3 | 6.5 | -4.4 | 0.3 | -19.7 | 1.0 | -0.8 | -14.7 | 0.5
O=C(O)c1cc(-c2ccc(Cl)c(Cl)c2)n(-c2ccc(F)cc2)n1 | -0.3 | -0.4 | 3.4 | -2.3 | -1.2 | 0.9 | -3.9 | 1.4 | -1.0 | -8.1 | -1.0
O=C(Cn1nnc(-c2ccccc2)n1)OC1CCOC1=O (stereo not drawn) | 0.4 | 0.2 | -3.9 | -1.4 | 0.6 | 0.2 | -3.5 | 1.1 | -0.9 | 3.2 | -1.2
Cc1[nH]c2ccccc2c1C(=O)COC(=O)C1CC(O)CN1S(=O)(=O)c1ccc(Cl)cc1 (stereo not drawn) | -1.1 | -1.9 | -4.2 | -0.3 | 1.9 | -0.3 | 2.5 | 0.0 | -0.5 | -9.2 | -0.3
COc1cccc(CN2CC(C(=O)NCCSc3nnnn3C)CCC2=O)c1 (stereo not drawn) | -0.7 | 3.1 | -2.3 | -1.4 | 4.1 | 2.4 | -0.6 | -0.6 | -0.9 | -7.0 | -2.2
O=C(NNC1=NCCCCC1)c1cccc([N+](=O)[O-])c1 | 0.2 | -1.8 | -5.6 | 0.6 | 3.0 | 1.1 | 0.8 | -0.7 | -0.9 | 1.7 | -1.9
C#CCNC(=O)C1=C[C@@H](c2coc3ccccc3c2=O)[C@H](CCCO)[C@@H](OCC)O1 | -0.2 | -1.2 | -2.4 | -2.4 | 6.6 | 0.3 | 0.7 | -0.7 | -0.8 | 6.0 | 0.6
CN(c1ccc(OCC(=O)OCc2nnc(-c3ccccc3)o2)cc1)S(=O)(=O)c1ccc(Cl)cc1 | -1.1 | 2.6 | -3.8 | 0.7 | -1.8 | 0.1 | 7.5 | 0.0 | -1.1 | -7.5 | -0.9
Cc1ccc(-c2nnc3ccc(SCC(=O)N4CCc5ccccc54)nn23)cc1 | 0.2 | 2.1 | 15.5 | 0.1 | 3.5 | 0.1 | -1.7 | 3.1 | -0.7 | -1.7 | -1.5
COc1cccc(C(=O)N2CCC(O)(c3cccnc3)CC2)c1 | 0.4 | -1.5 | 1.6 | 7.2 | 0.7 | 0.1 | -6.5 | -0.7 | -1.2 | -5.4 | -0.5
CCCCCc1c(C)nc(N2CCc3ccccc3C2)[nH]c1=O | 1.9 | 0.7 | -4.7 | -3.2 | 0.1 | 1.9 | -1.9 | 0.0 | -1.1 | 2.3 | 7.0
CCOC(=O)c1cnc(N2CCN(c3ccccc3)CC2)[nH]c1=O | -0.6 | 1.9 | 1.1 | 1.7 | 0.3 | -0.1 | -1.1 | 0.6 | -0.9 | -0.1 | -2.1
O=C(C1CCN(c2nc(-c3ccccc3)nc3c2CCC3)CC1)N1CCCC1 | -2.4 | -0.9 | 0.7 | -8.8 | -0.4 | -0.6 | -0.4 | -0.3 | -1.1 | -6.1 | -0.9
COc1cc(NC(=O)c2sc3ncn(CC(=O)N4CCC(C)CC4)c(=O)c3c2C)cc(OC)c1OC | -0.3 | 0.4 | -4.2 | 6.7 | 4.4 | 1.2 | -3.7 | 1.4 | -1.3 | -9.0 | -0.9

Other structures.
SMILES | DAX1 inh-1 | hgDAF-12 ag | NR1D1 modulator | MBD2 inh | PLC-gamma1 inh | DAX1 inh-2 | ADAM17 inh | hcDAF12 agonist | ssDAF-12 act | PLC-beta3 inh | SMARCA2 activ
C=CCNC(=O)[C@H]1N2C(=O)c3ccccc3C2SC1(C)C (stereo partly drawn) | -0.2 | -0.7 | -10.3 | 4.4 | -3.9 | 0.1 | -8.4 | -0.8 | -1.1 | -2.3 | -0.2
O=C(Nc1cnn(Cc2ccc(Cl)cc2)c1)c1ccc([N+](=O)[O-])cc1 | -2.4 | -0.5 | 3.7 | 2.3 | 2.6 | -2.1 | 2.6 | -2.3 | -1.5 | 8.1 | -2.4
COc1ccc(OC)c(-n2nnnc2SCC(=O)Nc2nc(C)c(C)s2)c1 | -0.6 | 1.4 | 6.1 | -6.3 | 2.3 | -0.3 | 2.2 | -3.7 | -1.6 | 7.0 | 0.6
Cc1ccc2nc(N/C(=N/S(=O)(=O)c3ccc(F)cc3F)c3ccccc3)sc2c1 | 0.3 | 8.0 | 1.8 | 10.7 | -15.8 | 0.1 | -4.5 | 3.5 | -0.3 | -27.5 | 1.0
COc1ccc(S(=O)(=O)N2CCOCC2)c2ccccc12 | 0.5 | -1.6 | 0.8 | -3.0 | 2.9 | 0.4 | -0.5 | -0.6 | -0.9 | -4.2 | 2.6
Cc1ccc(-c2nc3cc(NC(=O)C(C)C)ccc3o2)cc1 | 5.1* | 13.3* | 13.8 | 2.5 | -56.5 | -1.0 | -52.4 | 7.9* | 1.3* | -71.7 | 5.8
Cc1ccc(S(=O)(=O)N[C@H](C(=O)OCC(=O)NC(=O)c2cccn2C)C(C)C)cc1 | -0.1 | -1.4 | 4.0 | -2.8 | -4.4 | 0.8 | 5.9 | -0.5 | -0.6 | -7.4 | -3.5
Cc1ccc(Sc2cc(C(=O)c3ccccc3C(=O)O)ccc2[N+](=O)[O-])cc1 | 0.3 | -0.8 | -6.1 | -2.9 | 0.0 | -0.2 | 2.4 | -0.7 | -1.2 | -6.3 | -2.2
O=C(Nc1ccccc1Cl)C1CC(=O)n2c(nc3ccccc32)N1 (stereo not drawn) | -0.6 | 1.0 | -0.5 | -0.4 | -2.5 | . | -4.5 | -1.6 | -0.6 | -4.6 | -1.0
CCC1([N+](=O)[O-])COC(c2ccc(Cl)cc2)OC1 (stereo not drawn) | 0.6 | -0.7 | -4.3 | 3.5 | 7.4 | -0.3 | 3.1 | -1.0 | -0.7 | 6.0 | -2.8
COc1ccc(C2=NN(S(C)(=O)=O)C(c3cccs3)C2)cc1 (stereo not drawn) | 2.7 | 4.8 | -4.4 | 0.8 | 1.2 | 0.6 | -0.5 | 1.1 | 0.1 | -3.5 | 10.1*
CN(C)CCn1c(=O)n(-c2ccc(F)cc2)c(=O)c2c3c(sc21)CCCCC3 | -0.8 | 1.6 | -2.2 | 1.7 | -0.5 | 0.7 | -3.0 | -1.5 | -1.1 | -4.8 | -0.8
COc1ccc(C(=O)NNS(=O)(=O)c2ccccc2)cc1OC | 0.2 | -0.5 | 0.8 | 3.7 | 2.0 | -0.7 | -3.0 | -0.7 | 0.0 | -0.7 | -2.8
COc1cc(OC)cc(-c2cc3ccc(F)cc3cn2)c1 | 1.4 | 8.9 | -4.6 | 0.1 | -1.8 | 1.9 | 3.0 | 3.1 | -0.4 | -0.3 | 7.7
O=C1Nc2cc(C(=O)NCCN3CCCCCC3)ccc2S/C1=C\c1ccccc1 | 1.5 | 0.4 | -2.1 | 0.4 | -31.8 | 0.8 | -2.7 | -1.5 | -1.7 | -44.7 | 1.8

More results follow:
SMILES | DAX1 inh-1 | hgDAF-12 ag | NR1D1 modulator | MBD2 inh | PLC-gamma1 inh | DAX1 inh-2 | ADAM17 inh | hcDAF12 agonist | ssDAF-12 act | PLC-beta3 inh | SMARCA2 activ
O=c1cc(COc2ncnc3c(Cl)cc(Cl)cc23)nc2sccn12 | 1.3 | 0.3 | -4.8 | 4.5 | 0.2 | 2.5 | -6.1 | -0.8 | -1.7 | -6.6 | 0.6
O=C(NCCc1nnc2ccc(SCC(=O)N3CCCC3)nn12)c1ccccc1 | 0.1 | -1.7 | -6.6 | -2.2 | -2.4 | -0.5 | -2.3 | -0.4 | -0.5 | -9.1 | -1.0
O=C(O[C@H]1CC[C@@]23CCCN2C(=O)CCC[C@H]3C1)N1CCOCC1 | . | -2.6 | -0.1 | -0.8 | 4.3 | . | 1.0 | 1.6 | -1.1 | -5.8 | .
Cc1ccc(O)c(NC(=O)C2=CC(c3cccs3)=NS(=O)(=O)N2C)c1 | 0.2 | -0.3 | -5.4 | 0.9 | 7.8 | 1.0 | 4.7 | 2.3 | -0.2 | -0.8 | -3.6
COc1ccccc1C(=O)NC(=O)COC(=O)Cn1[nH]c(=O)c2ccccc2c1=O | 2.0 | -2.7 | -0.2 | 4.0 | -0.2 | 0.5 | 0.1 | -0.2 | -1.0 | -8.0 | -0.5
CN(CC(=O)Nc1ccc(F)cc1)C(=O)Cc1ccsc1 | 1.5 | 0.9 | -5.4 | 1.6 | -0.4 | 0.8 | -3.8 | 0.0 | -1.0 | -7.4 | -2.2
O=C(NCCc1cccs1)C1CC(c2c(Cl)cccc2Cl)=NO1 (stereo not drawn) | -1.0 | 2.3 | -2.7 | 1.6 | -3.0 | -1.7 | -0.2 | -0.1 | -0.9 | -6.4 | 0.5
COCC(=O)NNC(=O)c1ccc(OC)cc1 | -0.3 | 0.0 | -5.7 | 4.7 | 0.2 | -0.3 | -3.2 | -0.6 | -0.8 | 0.1 | 0.1
O=C(NCc1ccccn1)Nc1cccc(NC(=O)NCc2ccccn2)c1 | 0.8 | 4.3 | -0.5 | -2.1 | 2.8 | 1.9 | -1.8 | 4.9 | 0.7 | 1.7 | 1.2
Cc1cccc2nc(CSc3nnc4ccccn34)cn12 | 3.5 | 12.0* | 3.4 | -0.7 | -0.8 | 1.9 | -1.0 | 5.8* | 0.2 | 1.4 | 8.4*
CC(NC(=O)C1CCC(=O)N1Cc1ccc(F)cc1)c1ccc2c(c1)OCCO2 (stereo not drawn) | 2.0 | -2.3 | -8.9 | -0.1 | 1.4 | -0.9 | -0.8 | -2.2 | -1.3 | 4.3 | 0.1
COC(=O)c1cc(OC)c(OC)cc1NC(=S)N1CCCC1 | 0.3 | 2.0 | -5.1 | -2.0 | 1.6 | 1.9 | -0.1 | -0.6 | -1.4 | -5.2 | 0.6
COc1nc(OC)nc(N2CCC(C(=O)NCc3ccco3)CC2)n1 | -0.3 | -1.4 | 2.6 | 1.4 | 2.4 | 0.2 | -3.8 | -0.3 | 0.1 | 0.6 | -1.8
OC[C@@H]1CN(Cc2ccc(Cl)cc2)C[C@H](n2cnc3c(NC4CCC4)ncnc32)O1 | -1.4 | -3.0 | 7.0 | -2.0 | -2.7 | . | -2.9 | -2.2 | -1.3 | -0.6 | -1.7
O=C(O)CCc1nc(-c2ccccc2Cl)no1 | 0.1 | 3.3 | -7.6 | -1.9 | -1.9 | 2.1 | -0.6 | -0.3 | -1.4 | 0.1 | 0.4
C1=CCN(c2nc(N3CCOCC3)nc(N3CCCc4ccccc43)n2)CC1 | -0.6 | 1.4 | -0.9 | -2.7 | 2.5 | 0.5 | -2.6 | 3.3 | 0.6 | -3.2 | -1.1

Complete entries from above. Values in the order: DAX1 inh-1	hgDAF-12 ag	NR1D1 modulator	MBD2 inh	PLC-gamma1 inh	DAX1 inh-2	ADAM17 inh	hcDAF12 agonist	ssDAF-12 act	PLC-beta3 inh	SMARCA2 activ
Record of C1=CCN(c2nc(N3CCOCC3)nc(N3CCCc4ccccc43)n2)CC1 = -0.6	1.4	-0.9	-2.7	2.5	0.5	-2.6	3.3	0.6	-3.2	-1.1
Record of CC(NC(=O)C1CCC(=O)N1Cc1ccc(F)cc1)c1ccc2c(c1)OCCO2 (stereo not drawn) = 2.0	-2.3	-8.9	-0.1	1.4	-0.9	-0.8	-2.2	-1.3	4.3	0.1
